Screening data deposited in PubChem BioAssay by several laboratories.
SUMO1-SIM PPI: modulators of human SUMO1-mediated protein-protein interactions. SUMO1 binding to a labelled peptide, TR-FRET, 1 h. inhibition, % at 20 µM. 0.33% of 360,000 active. AID 602429; in the data active = inhibition above about 37%
Target sequence (P63165 whole entry, looked up): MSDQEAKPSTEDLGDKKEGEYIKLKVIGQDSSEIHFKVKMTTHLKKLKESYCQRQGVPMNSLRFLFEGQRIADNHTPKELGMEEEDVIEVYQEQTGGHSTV
CSN inh: blocks human CSN-mediated cullin deneddylation; Q92905; 0.38% of 360,000 active; AID 651999; Purified CSN, SCF-Nedd8-OG deneddylation, fluorescence polarization; inhibition, % at 12.5 µM;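 active = pattern-corrected inhibition above about 35%, with an unprinted fluorescence ratio check between 0.5 and 1.5, limit read from the data, passing the limit was not always enough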;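 also: 0% = enzyme with substrate and 100% = substrate without enzyme; some results filed as inactive read as strong as hits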
Target sequence (Q92905 whole entry, looked up, one chain of several): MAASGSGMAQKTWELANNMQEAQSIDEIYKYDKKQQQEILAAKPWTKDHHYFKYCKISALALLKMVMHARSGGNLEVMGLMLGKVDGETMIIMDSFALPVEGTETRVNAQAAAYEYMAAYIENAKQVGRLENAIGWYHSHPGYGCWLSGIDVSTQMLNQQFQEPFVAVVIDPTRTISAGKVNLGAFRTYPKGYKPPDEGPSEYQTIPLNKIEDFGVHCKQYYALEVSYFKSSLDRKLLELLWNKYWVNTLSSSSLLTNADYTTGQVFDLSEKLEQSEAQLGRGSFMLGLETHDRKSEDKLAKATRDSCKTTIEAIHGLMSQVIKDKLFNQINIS
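test system = HEK293T-derived human Csn5 enzyme | amount = 0.24 nM Csn5 enzyme, final concentration | medium = Tris/NaCl/DTT buffer, pH 7.5 | schedule = 90 min reaction at room temperature | signal = FP | evaluation = inhibition of Csn5 cleavage, % | compound dosing = single dose of 12.5 µM compound with 0.25% DMSO | probe or stimulus = 10 nM SCFSkp2-Nedd8OG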
MLLE-PAM2 inh: blocks PAM2 peptide binding to the PABP1 MLLE domain. GST-MLLE / FITC-PAM2 fluorescence polarization. inhibition, % at 20 µM. 0.36% of 360,000 active; in the data active = inhibition above about 35%, passing the limit was not always enough;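 also: plate controls were DMSO wells with GST-MLLE for no effect and wells lacking GST-MLLE protein for full effect; some results filed as inactive read as strong as hits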
Scp1 inh: inhibitors of human Scp-1 phosphatase; Q9GZU7; Recombinant Scp1, phosphopeptide, malachite green phosphate absorbance; inhibition, % at 20 µM; 0.88% of 340,000 active; AID 493091;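 active = inhibition above about 50% at 20 µM, limit read from the data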;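 also: plate controls were DMSO wells with enzyme for no effect and wells lacking enzyme for full effect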
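Test system: SCP-1 catalytic domain; Buffer or medium: Acidic Tris acetate buffer with magnesium and detergent; Also added: Phosphorylated 17-residue peptide substrate; Compound: single 20 µM dose, 1% DMSO; Schedule: enzyme reaction 45 min at room temperature, colour 5 min, stabilisation 30 min; Signal: Phosphate-binding colour reagent, absorbance read at 630 nm.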
LMPTP inh: LMPTP (human) inhibition; inhibition, % at 20 µM; 0.22% of 360,000 active; P24666; AID 651560; recombinant LMPTP-A, OMFP fluorogenic substrate, fluorescence intensity;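 active = compounds that cut the enzyme signal by at least half of the control window in the single-dose screen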;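 also: plate controls were DMSO wells with enzyme plus substrate for no effect and substrate without enzyme for full effect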
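Test system – LMPTP-A enzyme · Amount – LMPTP-A at 0.625 nM final in the reaction · Buffer or medium – Bis-Tris pH 6.0, DTT, detergent · Reagent – OMFP 400 µM · Doses – single 20 µM dose · Schedule – reaction 50 min, room temperature, dark · Detection – fluorescence intensity of OMFP turnover product · Evaluation – percent inhibition versus substrate-only and uninhibited controls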
DNMT1 block: blocks human DNA methyltransferase DNMT1; P26358; DNMT1 molecular beacon, Hinp1I cleavage, fluorescence; inhibition (reported as % activation of signal), % at 10 µM; 0.83% of 360,000 active; in the data active = inhibition above about 50%
NadD inh: NadD (S. aureus) enzyme inhibition; 0.78% of 360,000 active; purified NadD enzyme, colorimetric absorbance read-out; inhibition, % at 20 µM; in the data active = inhibition above about 26%; also: some compounds past the cut are filed as inactive
TbMetRS inhib: blocks T. brucei methionyl-tRNA synthetase activity | AID 624268 | inhibition, % at 11.9 µM | purified T. brucei MetRS, ATP depletion, Kinase-Glo luminescence | 0.4% of 360,000 active;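 active = inhibition above a per-plate cutoff of the control wells' mean inhibition plus 3 SD, cut at about 5.5% in these data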;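 also: 0% = DMSO wells median and 100% = median of wells with control inhibitor compound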
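Test system: purified T. brucei MetRS enzyme. Also added: ATP, methionine and E. coli bulk tRNA substrates. Compound: 11.9 µM single point. Schedule: 15 min enzyme-compound preincubation, 2 h reaction, 10 min detection, 25 °C. Signal: luciferase luminescence of residual ATP, Kinase-Glo. Evaluation: percent inhibition versus plate control medians. Controls: DMSO wells, low control.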
STEP block: STEP (human) phosphatase inhibition | P54829 | recombinant STEP, OMFP fluorogenic substrate, fluorescence | inhibition, % at 20 µM | 0.25% of 360,000 active;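 active = inhibition at 20 µM, scaled per plate between control wells, above about 37%, limit read from the data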;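 also: 0% = DMSO with enzyme and substrate and 100% = substrate only without enzyme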
Target sequence (P54829 whole entry, looked up): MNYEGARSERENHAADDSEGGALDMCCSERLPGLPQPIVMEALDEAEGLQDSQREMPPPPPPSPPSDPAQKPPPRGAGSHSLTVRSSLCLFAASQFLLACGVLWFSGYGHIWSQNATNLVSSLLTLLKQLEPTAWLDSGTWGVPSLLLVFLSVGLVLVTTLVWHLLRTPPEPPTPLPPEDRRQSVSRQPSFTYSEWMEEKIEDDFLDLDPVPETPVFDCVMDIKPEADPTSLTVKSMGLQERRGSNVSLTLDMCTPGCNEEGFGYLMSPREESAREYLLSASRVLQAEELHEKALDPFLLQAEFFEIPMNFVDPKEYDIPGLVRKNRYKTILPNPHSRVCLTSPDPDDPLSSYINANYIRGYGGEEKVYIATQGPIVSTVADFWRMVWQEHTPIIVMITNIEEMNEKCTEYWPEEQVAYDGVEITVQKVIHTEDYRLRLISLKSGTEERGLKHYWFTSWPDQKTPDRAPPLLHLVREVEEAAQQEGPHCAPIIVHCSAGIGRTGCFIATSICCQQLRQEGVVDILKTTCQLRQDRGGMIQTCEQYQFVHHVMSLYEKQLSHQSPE
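Measure: Control-normalized % inhibition with plate pattern correction | Test system: STEP phosphatase, cell-free reaction | Medium: pH 6.0 Bis-Tris with DTT and Tween 20 | Technique: Fluorescence, 480/540 nm | Times: Reaction 20 min, ambient temperature | Doses: Single compound dose of 20 µM, 1% DMSO final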
Rpn11 inh: inhibitors of human proteasome Rpn11. human 26S proteasome, Ub4-pepOG fluorescence polarization; 20S core pre-blocked with epoxomicin. 0.59% of 360,000 active. AID 588493. calls only at 20 µM. O00487;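 active = inhibition at 20 µM, scaled to each plate's controls, above about 33%, limit read from the data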
Numbers without * were called inactive; i = inactive; / = no result given; + = active, no number.

SMILES | SUMO1-SIM PPI | CSN inh | MLLE-PAM2 inh | Scp1 inh | LMPTP inh | DNMT1 block | NadD inh | TbMetRS inhib | STEP block | Rpn11 inh
C[C@H](CO)N1C[C@H](C)[C@@H](CN(C)C(=O)C2CCCCC2)OCc2cn(nn2)CCCC1=O | -4 | 0 | -1 | / | -2.8 | 1 | -1 | 1.0 | 1 | i
Cc1cc(Cl)cc(Cl)c1OCCCCN(C)C | -2 | -16 | -5 | -1 | -2.6 | 5 | 1 | 1.2 | 2 | i
CCOc1ccc(NC(=NCc2ccc3c(c2)OCO3)SC2CC(=O)N(c3ccccc3)C2=O)cc1 (stereo not drawn) | -2 | 3 | 13 | -12 | 4.6 | -12 | 2 | -1.0 | 0 | i
CCOC(=O)c1ccccc1NC(=O)[C@@H]1CCCN1C(=O)OC(C)(C)C | 0 | -1 | 11 | -14 | 1.0 | 4 | -9 | -0.8 | -1 | i
O=C(CCCC(=O)Nc1ccc(Br)cc1)N/N=C/c1ccccc1 | 5 | 4 | -6 | -10 | 0.6 | 0 | -4 | 0.6 | -1 | i
O=C(CCn1c(=O)c2ccccc2n(Cc2ccccc2)c1=O)NC1CCN(Cc2ccccc2)CC1 | 0 | -5 | -4 | -11 | 0.0 | 0 | -12 | -0.7 | 1 | i
COc1ccc2c(C(=O)CN3CCC(C)CC3)c[nH]c2c1 | 1 | 3 | -11 | -2 | 2.0 | 0 | 1 | 0.5 | 0 | i
O=C(NCc1ccco1)/C(=C\c1cccs1)NC(=O)c1ccco1 | -4 | 1 | -10 | -6 | 0.0 | 3 | 3 | -1.2 | 0 | i
Cc1cccc(C)c1NC(=O)CN(C)C(=O)CCC(=O)N1CCOCC1 | -3 | 0 | 4 | -3 | -0.1 | -1 | 1 | -0.1 | 5 | i
COc1ccc(CNC(=O)c2ccc(-c3ccccc3)cc2)cc1OC | 4 | 5 | -6 | 24 | -0.7 | 1 | 1 | -0.2 | 3 | i
COc1ccc(-c2cc(C(F)(F)F)n3nc(C(=O)O)nc3n2)cc1 | 7 | -2 | -3 | -1 | -0.2 | 1 | -8 | -0.7 | 0 | i
O=C(CCCN=C1NS(=O)(=O)c2ccccc21)OCC(=O)c1ccc(F)c(F)c1 | 9 | -1 | -2 | -3 | 0.4 | -1 | -6 | -0.7 | 1 | i
CC(C)(C)c1cc(C(=S)N2CCN(CCO)CC2)cc(C(C)(C)C)c1O | 0 | 0 | 15 | -6 | -0.3 | -6 | -5 | 0.5 | 26 | i
NS(=O)(=O)c1ccc(NC(=S)NC(=O)C2CCCC2)cc1 | -3 | -3 | 20 | -6 | 0.9 | 0 | -1 | -0.4 | 0 | i
NC(=S)Nc1ccc(C(F)(F)F)cc1Cl | 4 | -1 | 17 | -4 | -0.9 | 2 | 4 | -0.2 | -2 | i
CC(C)c1cc(C(=O)NC2CCCCC2)no1 | -2 | -4 | -8 | 73* | -0.4 | 2 | -2 | -0.3 | 0 | i
CCCc1nn(C)c(C(=O)Nc2ccc(Cl)cc2)c1Cl | -2 | -9 | -11 | -5 | -0.3 | 5 | -5 | 0.0 | 0 | i
O=C(CCNC(=O)c1ccc([N+](=O)[O-])cc1)NNC(=O)c1ccncc1 | -28 | -1 | -7 | 50* | -2.0 | 1 | -3 | -0.2 | -1 | i
COc1cccc(NC(=O)CSc2ncc(S(=O)(=O)c3ccccc3)c(=O)[nH]2)c1 | 1 | -2 | 21 | -1 | -0.6 | -1 | 1 | -0.1 | 7 | i
CN(C)/C=C1/C(=O)Nc2ccccc21 | -6 | -2 | 3 | 10 | -1.5 | 0 | 1 | -1.2 | -13 | i
COC(=O)C1(C)CCCC2(C)C3CCC(C(C)C)C(CO)C3C(CO)CC12 (stereo not drawn) | 9 | 1 | -5 | / | -0.8 | -9 | -2 | -0.6 | -6 | i
CC(C)CCN1CCC(N)=NC1=O | 3 | -4 | 10 | 1 | -3.0 | 1 | -4 | -0.4 | -2 | i
O=C(NCC(O)c1ccc([N+](=O)[O-])cc1)c1cccc(S(=O)(=O)N2CCCC2)c1 (stereo not drawn) | -13 | -5 | 13 | -1 | 0.5 | -2 | 2 | 0.1 | 1 | i
CCCn1c(N)c(C(=O)CSc2nnc(C3CC3)n2C2CC2)c(=O)[nH]c1=O | 1 | 3 | 2 | 11 | -0.6 | 8 | 1 | 0.0 | -6 | i
Cc1ccc(SCC(=O)OCC(=O)N(C)CC(=O)Nc2ccc(F)cc2)cc1 | 5 | 2 | -9 | 1 | 0.8 | 2 | -9 | -0.5 | 0 | i
COc1ccccc1C=NNC(=O)C(=O)NN=Cc1ccccc1OC | 2 | -2 | 4 | 3 | 0.7 | 12 | 6 | -0.2 | -3 | i
O=C(Cn1c(=O)oc2ccccc21)c1ccccc1 | -1 | 2 | -4 | 8 | 0.5 | 4 | 2 | -1.3 | 1 | i
CCOc1cc(/C=C2\C(=N)N3N=C(CC)SC3=NC2=O)ccc1OCCOc1ccc(NC(C)=O)cc1 | 15 | -2 | -5 | -7 | 1.2 | -1 | 13 | -0.5 | -2 | i
C/C(=N/NS(=O)(=O)c1ccc(Br)cc1)c1c[nH]c2ccccc12 | 1 | 0 | 6 | -6 | 0.0 | -3 | -1 | 0.1 | 1 | i
COc1ccc(Oc2cccc(Cl)c2CNC(=O)CCCC(=O)O)cc1 | -3 | -1 | 1 | 5 | -2.9 | 1 | 2 | -0.2 | -2 | i
CC1(C)Cc2cccc(OCC(O)CN3CCN(c4ccccn4)CC3)c2O1 (stereo not drawn) | -1 | 4 | 0 | -10 | -2.6 | 5 | -2 | -0.9 | 6 | i
COc1ccccc1N(C)S(=O)(=O)c1ccc(C(=O)OCC(=O)NCc2cccs2)cc1 | -3 | 1 | 2 | -9 | 1.4 | 0 | -4 | -0.5 | 1 | i
Cc1cccc(CNc2ccc(C(CC(N)=O)NC(=O)c3ccccc3)cc2[N+](=O)[O-])c1 (stereo not drawn) | -7 | 1 | -9 | -6 | 3.4 | 3 | 0 | -0.4 | 1 | i
CCCn1cc(SCC(=O)NCc2ccco2)c2ccccc21 | -4 | -2 | 30 | -4 | -0.6 | -3 | -6 | -0.1 | -1 | i
Cc1ccc(OCCOc2ccc(Br)cc2/C=N\NC(N)=O)cc1 | 2 | -4 | -1 | -5 | 0.1 | 0 | -9 | -0.7 | 0 | i
CCN(C(=O)CSc1ccc2c(c1)OCCO2)C1CCS(=O)(=O)C1 (stereo not drawn) | -2 | -3 | 37 | -3 | -1.1 | -1 | -3 | -0.8 | -3 | i
CC(C)(C)OC(=O)N[C@H](Cc1ccccc1)C(=O)N1CCC(C(=O)O)CC1 | 3 | 1 | -4 | -13 | -1.0 | 0 | 0 | 0.1 | -3 | i
O=C(CSc1nnc(Cn2cnc3ccccc32)o1)Nc1cccc2ccccc12 | -5 | 2 | 3 | -11 | -0.6 | -2 | -2 | 0.0 | 1 | i
O=C(CCN1CCOCC1)NNC(=O)c1ccc([N+](=O)[O-])cc1[N+](=O)[O-] | -32 | 0 | -7 | 3 | -1.2 | 1 | 2 | -0.1 | -3 | i
O=C(O)CC1C(=O)OCN1C(=O)OCc1ccccc1 (stereo not drawn) | 1 | 3 | -11 | 2 | -1.1 | 3 | 2 | -0.7 | -2 | i
Cc1ccc(S(=O)(=O)Nc2ccc3c(c2)C(=O)N([C@H](C)CO)C[C@@H](C)[C@@H](CN(C)C(=O)Nc2cccc4ccccc24)O3)cc1 | -7 | 1 | -4 | 59* | 0.7 | -7 | 6 | 0.7 | 2 | i
Cc1n[nH]c(C)c1S(=O)(=O)N1CCCC(C(=O)O)C1 (stereo not drawn) | -2 | -3 | 6 | -2 | -3.0 | 1 | -1 | -0.5 | -1 | i
Cc1ccc(CS(=O)Cc2ccc(C(=O)NC3CCC(C)CC3)o2)cc1 (stereo not drawn) | 4 | 1 | 10 | -4 | -0.3 | 0 | 1 | -0.4 | 4 | i
O=C1CC(c2ccccc2Cl)=NN(c2ncnc3ccccc23)C1=O | 0 | 0 | 5 | -3 | -2.7 | -9 | -7 | -0.2 | -4 | i
Cn1nnnc1SCC(=O)Nc1cccc(S(=O)(=O)N2CCCCC2)c1 | 0 | 1 | -17 | -5 | -2.3 | 0 | 8 | -0.5 | -1 | i
COc1cc(OC)cc(C(=O)N[C@H](C(=O)OCC(=O)Nc2cccnc2Cl)C(C)C)c1 | -2 | -1 | 2 | -8 | -0.2 | 1 | -1 | -0.6 | 0 | i
Cc1ccc(NC(=O)c2ccn(C(=O)Nc3ccccc3)n2)c(C)c1 | -4 | -4 | 13 | -1 | 1.4 | -1 | 1 | 0.4 | 0 | i
CCOc1ccc2nc(SCC(=O)N3c4ccccc4Sc4ccccc43)c(C#N)cc2c1 | -20 | -3 | -20 | -7 | 1.2 | 2 | 28 | -0.2 | 4 | +
CC1Cc2ccccc2N1CC(=O)Nc1ccc(S(N)(=O)=O)cc1 (stereo not drawn) | -1 | 0 | -7 | -7 | 0.6 | -14 | -17 | -1.0 | -2 | i
O=c1[nH]c(-c2ccccc2)c(-c2ccccc2)o1 | -8 | 3 | -15 | -10 | -1.8 | -2 | -8 | -0.7 | -1 | i
Cc1cc(NS(=O)(=O)c2ccc(NC(=O)CCSc3ccc(F)cc3)cc2)nc(C)n1 | -2 | -1 | 17 | -3 | -0.3 | 1 | -3 | 0.0 | 0 | i
N#Cc1c(C(F)(F)F)cc(-c2ccccc2Cl)[nH]c1=O | 18 | 1 | 2 | -1 | -0.7 | 6 | -1 | 0.8 | -1 | i

Molecules shown so far that contain a cyano group, in the order listed:
SMILES | SUMO1-SIM PPI | CSN inh | MLLE-PAM2 inh | Scp1 inh | LMPTP inh | DNMT1 block | NadD inh | TbMetRS inhib | STEP block | Rpn11 inh
CCOc1ccc2nc(SCC(=O)N3c4ccccc4Sc4ccccc43)c(C#N)cc2c1 | -20 | -3 | -20 | -7 | 1.2 | 2 | 28 | -0.2 | 4 | +
N#Cc1c(C(F)(F)F)cc(-c2ccccc2Cl)[nH]c1=O | 18 | 1 | 2 | -1 | -0.7 | 6 | -1 | 0.8 | -1 | i
